Assay outcomes deposited in PubChem by National Center for Advancing Translational Sciences (NCATS).
Pf Dd2 growth: blocks in vitro growth of P. falciparum Dd2; P. falciparum Dd2 growth, SYBR Green, 72 h; Potency, µM (top dose mostly 28.9 µM), for the others: top-dose activity, negative = inhibition, hits mostly inhibitors; 4.3% of 120,000 active; AID 1347417; active = well fitted inhibition curve with a large enough effect; inconclusive = small, poorly fitted or top-dose-only effect; inactive = no such curve, though single readings can be large or run the other way;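 note: plate controls were DMSO vehicle for no effect and reference drug for full effect; nearly all actives have a fitted effect of over 65% in size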
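Readout: SYBR Green fluorescence, 485 nm excitation, 535 nm emission, after ~16 h lysis at 37C. Before that, Dd2-infected red cells (2.5% hematocrit) grew 72 h with compound, 29 uM top final concentration.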
Starred values were filed as active, the others as inactive; i = inactive; u = inconclusive; [ ] = dose if it differs, or a comment. Potency is the fitted concentration of half-maximal effect.

SMILES	Pf Dd2 growth
COC1CCCN(c2ccc(C(=O)NCCCn3ccnc3C(C)C)cn2)C1 (stereo not given)	-18%
Cn1ncc(N2CCOC(CCNC(=O)C3(C)CC3)C2)cc1=O (stereo not given)	5%
O=C(COc1ccccc1)NC1CCc2n[nH]c(=O)n2CC1 (stereo not given)	i
O=C(NCc1ccccc1)c1cnc2n1CCN(Cc1cccs1)CC2	8%[44.1 µM]
Cc1nn(C)c(C)c1-c1ccnc(NCCC2(O)CCN(C)CC2)n1	u
Fc1ccc(CN2CCC(Cc3nc(-c4cccnc4)n[nH]3)C2)cc1F (stereo not given)	i
COc1ccc(CC(=O)N2Cc3ccccc3CC3(CCCN3C)C2)cc1 (stereo not given)	u
Cc1ccc(C(=O)NC2CCN(c3cnn(C)c(=O)c3)CC2)cc1F	4%
COc1ccccc1CNC(=O)C(Cc1ccccc1)NS(=O)(=O)c1ccc2c(c1)CCN2C(C)=O (stereo not given)	24%
CCCCC(=O)Nc1nnc(S(=O)(=O)N(C)Cc2ccccc2)s1	13%
CCCNC(=O)N[C@@H]1C[C@H](COc2cccc(C)n2)[C@@H](O)[C@H]1O	18%[44.1 µM]
CC1CCC2(CC1)NC(=O)N(CC(=O)NC1CCCCC1)C2=O (stereo not given)	1%
Cc1ccc2onc(CNC(=O)Nc3ccccc3C#N)c2c1	-15%
COCCCNC(=O)CSc1nc2c(sc3ccccc32)c(=O)n1CCc1ccc(OC)c(OC)c1	-7%
CN1C(=O)[C@@H]2C[C@@H](CN2Cc2ccc(Cl)cc2)Oc2ccccc21	u

Reprinted from the part before: 2 compounds, then new ones.
SMILES	Pf Dd2 growth
COCCCNC(=O)CSc1nc2c(sc3ccccc32)c(=O)n1CCc1ccc(OC)c(OC)c1	-7%
CN1C(=O)[C@@H]2C[C@@H](CN2Cc2ccc(Cl)cc2)Oc2ccccc21	u
Clc1ccc(-c2cnc([C@@H]3COCCN3CC3CC3)[nH]2)s1	i
O=C(Nc1cccc(C(F)(F)F)c1)O[C@@H]1CO[C@H]2[C@@H]1OC[C@@H]2NC(=O)c1ccccc1	-24%
Cc1c(F)cccc1NC(=O)N1CCCC(Cn2c(C)nc3cccnc32)C1 (stereo not given)	u
O=C1Nc2ccccc2CC12CCCCN2Cc1ccc(C(F)(F)F)cc1 (stereo not given)	u
O=C(Cn1nc2c(cc1=O)CCCC2)NC1CCCCC1	-3%
O=C1CC(c2ccccc2)N(C(=O)C2CC2)CCCNCCN1 (stereo not given)	29%
O=C1NCCCCCCN(Cc2ccncc2)[C@@H]2CN(C(=O)COc3ccccc3)CC[C@@H]12	u
CN1c2cc(C(=O)NCc3ccc(Cl)cc3)ccc2C(=O)N2CCCCCC21 (stereo not given)	u
Cc1ccc(NS(=O)(=O)c2c(C(=O)N3CCCCCC3)c(C)n(C)c2C)cc1F	-16%
CC(C)C(=O)N1CCCCCCNC(=O)[C@@H]2CCCC[C@@H]21	14%
CCc1nc2nccc(-c3cc4ccccc4o3)n2n1	-18%
COc1ccc(NC(=O)N2CCCC(Cn3cnc4cccnc43)C2)cc1 (stereo not given)	-8%
CN(C)[S+](=O)([O-])c1ccc2c(c1)OCCN(Cc1ccc(F)cc1)C2	i
CCc1noc([C@@H]2CC(F)(F)CN2C(=O)CCc2c(C)noc2C)n1	22%
CC(=O)N1CCc2[nH]cnc2C12CCN(C(=O)C(C)Oc1ccccc1)CC2 (stereo not given)	-3%
CCCNC(=O)NC[C@H]1O[C@@H]2C[C@@H](CC(=O)NCc3cnn(C)c3)O[C@@H]2[C@@H]1O	-21%[44.1 µM]
Cc1ccc(C)c(Cn2c(=O)c(-c3noc(C)n3)c3n(c2=O)CCCCC3)c1	i
Cc1cccc(OC[C@H]2C[C@@H](NCc3ccc(C)o3)[C@H](O)[C@@H]2O)n1	i
N#CC1=C2SCN(C3CCCCC3)CN2C(=O)CC1c1ccc(F)cc1 (stereo not given)	-29%
C#CCN(C)C(=O)[C@@H]1CCCN1[C@@H](C(=O)NC)c1ccccc1	-8%[44.1 µM]
Cn1cc([C@@H](NC(=O)CCC2=NNC(=O)CC2)C2CC(O)C2)cn1 (stereo not given in full)	0%
Cc1cc(C[C@@H]2COC[C@@H]2NC(=O)c2c(-c3ccccc3)noc2C)on1	-6%
CCn1ccc(C(=O)NC2CCCN(c3cc(-c4ccc(Cl)cc4)[nH]n3)C2)n1 (stereo not given)	-16%
O=C(CCOc1ccccc1)N(Cc1cccnc1)c1nc2c(Cl)cccc2s1	-27%
Cc1ccc(NC(=O)Cn2cc3c(n2)CCCC3)c(C)c1	3%
COc1ccc(N2CCN(C(=O)Nc3cccc(C(F)(F)F)c3)CC2)cc1	3%
CNC(=O)[C@@H]1CN(C(=O)Cc2c[nH]c3ccccc23)C[C@H]1COC	13%
O=C(NC1CC1)c1ccn2nccc2c1	18%[44.1 µM]
CC[C@H]1CN2CC[C@H]1C[C@@H]2CNS(=O)(=O)c1ccc(Cl)cc1	u
Cc1ccc(NC(=O)c2cnc(N3CCCC3)nc2C)cc1F	13%
CCN(CC)S(=O)(=O)c1nnc(NC(=O)COc2ccccc2)s1	u
CCOc1ccccc1NC(=O)N1CCC(n2c(C)nc3cccnc32)CC1	-9%
CCC(CC)c1nc(COC(=O)C2=CN(Cc3ccc(OC)cc3)S(=O)(=O)N=C2C)no1	u
O=C(Cn1c(=O)n(Cc2ccc3c(c2)OCO3)c(=O)c2oc3ccccc3c21)Nc1ccccc1	u
CN1C(=O)Cc2ccccc2C1C(=O)N1CCN(c2ccc(F)cc2)CC1 (stereo not given)	-23%
CCCSc1ncc(CN2CCCC3(CCNC3)C2)cn1 (stereo not given)	-2%
COc1ccc(NC(=O)CN2CCN(c3ccccc3F)CC2)c(OC)c1	32%[activator][5.79 µM]
CCOC(=O)c1c(Nc2ccc(C)c(C)c2)nnc(-c2ccccc2)c1-c1ccccc1	u
COc1ccc(NC(=O)CSc2cn(CC(=O)N3CCOCC3)c3ccccc23)cc1OC	13%
CN1C[C@@H]2CC[C@H](C1)N(Cc1cccc(OCCN3CCOCC3)c1)C2	10%
COc1cc(NC(=O)Cn2c(=O)oc3cc(S(=O)(=O)N4CCCCCC4)ccc32)cc(OC)c1	-7%
O=C1c2c(nc(CN3CCC(F)(F)CC3)n2Cc2ccccc2)NCCN1Cc1cccc(Cl)c1	-27%
O=C(Nc1cccc(F)c1)N1CC2CC(C1)[C@H]1CCCC(=O)N1C2 (stereo not given in full)	-1%
Cc1ccc(CN2CCc3nc(C(=O)Nc4cccnc4)oc3CC2)cc1	u
Cc1nn(C)c(C)c1CCN(C)Cc1ccc(=O)n(C)c1	i

Given in CSV form: entries from further up
compound,Pf Dd2 growth
COc1cc(NC(=O)Cn2c(=O)oc3cc(S(=O)(=O)N4CCCCCC4)ccc32)cc(OC)c1,-7%
O=C1c2c(nc(CN3CCC(F)(F)CC3)n2Cc2ccccc2)NCCN1Cc1cccc(Cl)c1,-27%
O=C(Nc1cccc(F)c1)N1CC2CC(C1)[C@H]1CCCC(=O)N1C2 (stereo not given in full),-1%

Continuation:
SMILES	Pf Dd2 growth
CC(=O)N1CC2(CCN(CC3CCCCC3)C2)Cc2ccccc21 (stereo not given)	u
COc1cc2c(cc1Oc1cccc(N(C)C)c1)NC(=O)C21CCN(c2cnccn2)CC1	0.89µM*
COc1cccc(CNC(=O)Cn2cc3c(n2)-c2c(oc(C(=O)N4CCCC4)c2C)CC3)c1	-24%
CC(C)c1nc2c(NC(=O)c3cccc(Br)c3)cccn2n1	3.2µM*
Cn1nc(C2CCCNC2)n(C2CCCC2)c1=O (stereo not given)	10%
CC(NC(=O)C1(c2ccc(NS(C)(=O)=O)cc2)CCCCC1)c1ccc(F)cc1 (stereo not given)	-25%
Cc1ccc(OCC(=O)OCc2cc(=O)n3nc(C4CC4)sc3n2)cc1	20%
CCc1nn(Cc2ccc(Cl)cc2)c(=O)c2cc3cc(C)ccc3n12	i
COc1ccc(-n2nc(C)c([C@@H]3C=C[C@@H](NC(=O)NCc4ccccc4)C3)c2C)cc1	u
COc1ccccc1C(=O)N1CCC(N2C[C@H](O)C[C@H]2C(=O)NC2CCCCC2)CC1	u
COc1ccc(-c2ccnc3nc(-c4ccccc4OC)nn23)cc1OC	u
COCCN1CCC(N2CCN(S(=O)(=O)c3ccc(Cl)s3)CC2)C1=O (stereo not given)	-10%
Cc1ccc2nc(NC(=O)c3ccc(S(=O)(=O)N4CCC(C)CC4)cc3)sc2c1	33%[activator]
Cc1cccc(NC(=O)c2oc3ccccc3c2NC(=O)Cc2coc3c(C)c(C)ccc23)c1	8%
COc1cc(/C=C/c2nc3cc(Cl)ccc3c(=O)n2-c2ccc(C)cc2C)cc(OC)c1OC	i
CCOC(=O)c1cccc(NC(=O)CCS(=O)(=O)c2ccc(Br)s2)c1	6%
Cc1ccc(-c2nnc([C@H]3CCN(C(=O)Nc4ccc(F)cc4)C3)o2)cc1	u
O=C(O)CCNC(=O)Cn1nc2c(cc1=O)CCCC2	0%
CCOC(=O)c1noc2ncnc(N3CCN(c4cccc(C(F)(F)F)c4)CC3)c12	u
COc1ccc(CN2CC3(CCN(C(=O)Nc4ccccc4)CC3)C2=O)cc1	-7%
Cc1ccc(-n2nc(C(=O)N3CCN(c4cc(C)ccc4C)CC3)c3c4ccccc4n(C)c3c2=O)cc1	31%[activator]
c1ccc2c(c1)CCN2c1nccnc1OC1CCNC1 (stereo not given)	7.9µM*
OC(c1cccc(C(F)(F)F)c1)c1nc(Nc2ccc3c(c2)OCO3)n[nH]1 (stereo not given)	-2%[44.1 µM]
O=C(CCc1nc(C2CCCN2C(=O)C2CC2)no1)N1CCc2ccccc21 (stereo not given)	-22%
CN(C(=O)[C@@H]1C[C@@H](c2ccc(F)cc2)N([S+](=O)([O-])c2ccccc2)C1)c1cccnc1	i
COc1ccc(NC(=O)C2CCCN(S(=O)(=O)c3ccc(Br)s3)C2)cc1 (stereo not given)	-27%
O=C1[C@@H]2C[C@@H](O)CN2C2(CN(Cc3ccoc3)C2)C(=O)N1Cc1cccc(Cl)c1	-11%[44.1 µM]
Cc1ccc(S(=O)(=O)N2CCCC(Cn3c(C)nc4cccnc43)C2)cc1 (stereo not given)	-6%
CCCNC(=O)C1COC2(CCN(C(=O)c3ccc(OC)cc3)CC2)N1C(=O)c1ccc(F)cc1 (stereo not given)	-21%
O=C(Nc1ccccc1-c1nc2ccccc2s1)c1ccc(F)cc1	59%[activator]
FC(F)(F)c1cccc(C2=NOC3(CCN(Cc4ccccc4)CC3)C2)c1	-28%
O=C(Cn1c(=O)oc2cc(S(=O)(=O)NCc3ccccc3)ccc21)NCc1ccc(F)cc1	3%
Cc1nc2cccnc2n1C1CCN(C(=O)Nc2ccccc2)CC1	35%[activator]
CCn1c(CO)nnc1C1CC(NC(=O)c2cccc3c2OCCO3)C1 (stereo not given)	-6%
COc1ccc(C2Cn3nnc(-c4nc(-c5ccccc5OC)no4)c3CO2)cc1 (stereo not given)	-1%
CCOc1ccc(-c2[nH]ncc2CNC(=O)c2ccc(N(C)C)cc2)cc1	-10%
CC1(C)[C@H](Cc2cc(COc3ccccc3)on2)C[C@@H]1NC(=O)Nc1ccccc1	10µM*
COc1ccc(OC2CCN(C3CCCC3)CC2)c(C(=O)NCCCN2CCCC2=O)c1	-15%
Cc1cccc(NC(=O)CN(C)S(=O)(=O)c2cnc[nH]2)c1C	-1%
Cc1nn(C)c(C)c1CCN(C)C(=O)C1CCN(C(=O)N2CC3CC(C2)[C@H]2CCCC(=O)N2C3)CC1 (stereo not given in full)	i
O=C1CCN(C(=O)c2cccnc2)CCCC(C(=O)NCc2ccccc2)CCN1 (stereo not given)	1%
O=C(Cc1cccc(F)c1)N1CCCC(c2nc(C3CCOCC3)no2)C1 (stereo not given)	21%
O=C(c1ccsc1)N1CCC(c2n[nH]c(=O)n2Cc2ccc(F)cc2)CC1	-4%
CCCCn1c(CNC(=O)C23CC4CC(CC(C4)C2)C3)nnc1SCC(=O)Nc1ccc(F)cc1	u
CCOc1ccccc1NC(=O)Cn1c(=O)n(CCCCC(=O)NCCCOC)c(=O)c2ccccc21	-25%

Copied from the list:
`CCOc1ccccc1NC(=O)Cn1c(=O)n(CCCCC(=O)NCCCOC)c(=O)c2ccccc21` – Pf Dd2 growth = -25%
`O=C(Cc1cccc(F)c1)N1CCCC(c2nc(C3CCOCC3)no2)C1` (stereo not given) – Pf Dd2 growth = 21%

Back to the main list with the 4 entries that preceded the break.
SMILES	Pf Dd2 growth
O=C(Cc1cccc(F)c1)N1CCCC(c2nc(C3CCOCC3)no2)C1 (stereo not given)	21%
O=C(c1ccsc1)N1CCC(c2n[nH]c(=O)n2Cc2ccc(F)cc2)CC1	-4%
CCCCn1c(CNC(=O)C23CC4CC(CC(C4)C2)C3)nnc1SCC(=O)Nc1ccc(F)cc1	u
CCOc1ccccc1NC(=O)Cn1c(=O)n(CCCCC(=O)NCCCOC)c(=O)c2ccccc21	-25%
CN1CCCCCC(O)c2cc(C(=O)Nc3cccc(OC(F)(F)F)c3)ccc21 (stereo not given)	14µM*
CCOC(=O)Cn1c(=O)oc2cc(S(=O)(=O)N3CCN(c4ccc(C(C)=O)cc4)CC3)ccc21	-6%
COc1cccc(OC)c1CN1CCC2(CC1)CC(O)CCO2 (stereo not given)	u
CCN(CC)C(=O)N1CCC2(CC1)CC(N1CCN(c3ccccc3)CC1)CCO2 (stereo not given)	-15%
Cc1c(CN2CCN(Cc3cccs3)C(CCO)C2)cnn1C (stereo not given)	-6%
Cc1ccc(NS(=O)(=O)c2ccccc2)c(=O)n1CC(=O)N1CCN(CC(C)C)CC1	-17%

Some of the compounds tested; rates above refer to the full screens.
